Assay outcomes (PubChem)
ASAP1 inh = inhibitors of human ASAP1 ArfGAP activity. 0.19% of 360,000 active. ASAP1-stimulated ARF1 GTP hydrolysis, GDP FP detection. inhibition, % at 16.5 µM. AID 624377. Q9ULH1; in the data active = inhibition above about 25%;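 also: 0% = vehicle with enzyme and substrate and 100% = no enzyme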
HGIII-sPLA2 inh = Inhibits HGIII-sPLA2 liposome hydrolysis, primary screen; inhibition, % at 12.2 µM; 0.56% of 370,000 active; Q9NZ20; QFRET BODIPY PC-A2 liposome hydrolysis, fluorescence;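 active = inhibition above mean plus 3 SD of compounds lying within the high and low control bounds, cut at about 19% in these data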;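 also: 0% = median of test compound wells and 100% = no enzyme DMSO wells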
DDE Tn6 FP inh = disrupts Tn6 cyclic peptide binding to fibrin D-Dimer-E complex; AID 720509; Fibrin DD(E) TRITC-Tn6 fluorescence polarization displacement; inhibition, % at 8.3 µM; P02675; 0.21% of 370,000 active;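 active = inhibition above a per-campaign cutoff: mean of compounds within control limits plus 3 SD, cut at about 15% in these data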;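 also: 0% = median of all compound wells on the plate and 100% = blocking peptide control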
Target sequence (P02675 whole entry, looked up): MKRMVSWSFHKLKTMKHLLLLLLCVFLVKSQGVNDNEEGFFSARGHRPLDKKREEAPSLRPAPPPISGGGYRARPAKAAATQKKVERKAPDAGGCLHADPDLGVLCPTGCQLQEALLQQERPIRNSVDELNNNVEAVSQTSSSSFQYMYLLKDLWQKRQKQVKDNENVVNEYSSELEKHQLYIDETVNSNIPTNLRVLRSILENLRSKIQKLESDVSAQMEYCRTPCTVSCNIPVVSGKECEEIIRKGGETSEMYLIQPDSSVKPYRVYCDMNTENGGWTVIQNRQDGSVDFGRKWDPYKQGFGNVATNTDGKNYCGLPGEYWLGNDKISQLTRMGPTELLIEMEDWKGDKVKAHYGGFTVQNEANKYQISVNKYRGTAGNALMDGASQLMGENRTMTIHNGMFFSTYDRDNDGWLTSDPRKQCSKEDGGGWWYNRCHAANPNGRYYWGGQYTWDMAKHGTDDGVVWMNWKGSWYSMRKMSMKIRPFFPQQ
NPR2 activator = GC-B (human) receptor activation | 0.11% of 370,000 active | AID 1920062 | activation, % at 10 µM | HEK293-GC-B cells, CNP EC30, cGMP TR-FRET; 0% at EC30 CNP, 100% saturating CNP | P20594;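 active = activation at 10 µM reaching about 35% in either raw or pattern-adjusted values, limit read from the data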
GC-A act = GC-A (human) enzyme activation; P16066; HEK293 GC-A cells, cGMP TR-FRET, EC30 ANP; 0% at EC30 ANP, 100% saturating ANP; activation, % at 10 µM; 0.14% of 370,000 active; in the data active = activation above about 40%
ADAM10 inh = ADAM10 inhibition, QFRET primary screen. O14672. recombinant ADAM10, EDANS/DABCYL FRET peptide cleavage, 3 h. inhibition, % at 7 µM. 0.62% of 370,000 active. AID 720582;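 active = inhibition above a per-campaign cutoff equal to the mean of compounds falling between control-based bounds plus 3 SD, cut at about 20% in these data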;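 also: 0% = DMSO wells while the 100% control is not disclosed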
rCAG binder = binds r(CAG) RNA repeats. r(CAG) RNA repeat, TO-PRO-1 dye displacement fluorescence. inhibition, % at 3 µM. 1.3% of 370,000 active. AID 651821;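 active = inhibition above the plate cutoff, the mean of all test compounds on that plate plus 3 SD, cut at about 35% in these data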;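 also: 0% = DMSO alone and 100% = 100 µM mitoxantrone as full dye displacement; higher means more dye released from RNA so lower well fluorescence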
GAA850 FXN act = frataxin GAA850 promoter activation; 0.56% of 360,000 active; HEK293 lucGAA850 FXN promoter luciferase reporter, 24 h; percent of 10 µM SAHA response; AID 540364; activation, % at 6 µM;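 active = activation above the average of all compounds screened plus 3 SD, cutoff fixed separately per campaign, cut at about 7.5% in these data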;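 also: 0% = DMSO wells and 100% = 10 µM SAHA wells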
proKLK7 act = proKLK7 (human) activation, primary screen | P49862 | purified proKLK7, EDANS-DABCYL substrate fluorescence; 100% is mature enzyme control, 0% vehicle | activation, % at 7 µM | 0.9% of 370,000 active | AID 652039;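 active = activation above the mean of all tested compounds plus 3 SD, computed per campaign excluding outliers beyond control limits, cut at about 13% in these data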
Target sequence (P49862 whole entry, looked up): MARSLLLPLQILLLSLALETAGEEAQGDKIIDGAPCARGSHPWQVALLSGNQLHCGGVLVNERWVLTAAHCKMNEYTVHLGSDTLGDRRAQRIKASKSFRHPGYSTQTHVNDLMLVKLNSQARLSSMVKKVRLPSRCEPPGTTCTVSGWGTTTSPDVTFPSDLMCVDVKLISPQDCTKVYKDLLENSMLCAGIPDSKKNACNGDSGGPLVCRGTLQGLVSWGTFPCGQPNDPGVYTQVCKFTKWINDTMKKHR
ARFGAP1 inh = inhibitors of rat ARFGAP1; 0.26% of 360,000 active; AID 651572; inhibition, % at 16.5 µM; Arfgap1-stimulated ARF1 GTP hydrolysis, GDP FP detection; Q62848;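 active = inhibition above a per-plate limit, mean inhibition of low control wells plus 3 SD, cut at about 25% in these data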;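 also: 0% = DMSO wells with enzyme and 100% = wells lacking Arfgap1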
Target sequence (Q62848 1-136 limits assumed): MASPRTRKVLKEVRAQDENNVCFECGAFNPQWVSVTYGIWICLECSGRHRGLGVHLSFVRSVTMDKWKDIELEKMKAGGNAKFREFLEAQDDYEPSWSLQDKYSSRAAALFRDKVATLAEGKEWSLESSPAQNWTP
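Assay system: purified rat His6-Arfgap1 residues 1-136 (GAP domain); Reagent: human Δ17 ARF1 bound to GTP; Dosing: 16.5 µM single point, 1.26% DMSO; Times: GTP hydrolysis reaction 2 h at 25 °C; Signal: FP, GDP Alexa 633 tracer displaced from anti-GDP antibody, 620/688 nm; Measure: % inhibition from polarization.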
The depositor's hits bear a star; · = not tested or not shown; & = joins results of further samples. An unsorted share of the library. Share with any hit: about 4.5%.

The opening three compounds, ahead of the listing:
SMILES	ASAP1 inh	HGIII-sPLA2 inh	DDE Tn6 FP inh	NPR2 activator	GC-A act	ADAM10 inh	rCAG binder	GAA850 FXN act	proKLK7 act	ARFGAP1 inh
Cn1c(CNc2nc(-c3ccccc3)cs2)nnc1SCC(=O)OC1CCCCC1	2	-7	-4	-11	-2	5	-3	2.9	0.8	-5
O=c1ccc(-c2ccccc2)nn1Cc1ccccc1F	0	-10	-6	2	0	4	-5	3.0	0.2	-1
CN(C)C(=O)c1c([N+](=O)[O-])ncn1C	-2	5	-4	4	3	2	-2	2.5	-0.3	17

Main list, from the start:
SMILES	ASAP1 inh	HGIII-sPLA2 inh	DDE Tn6 FP inh	NPR2 activator	GC-A act	ADAM10 inh	rCAG binder	GAA850 FXN act	proKLK7 act	ARFGAP1 inh
Cn1c(CNc2nc(-c3ccccc3)cs2)nnc1SCC(=O)OC1CCCCC1	2	-7	-4	-11	-2	5	-3	2.9	0.8	-5
O=c1ccc(-c2ccccc2)nn1Cc1ccccc1F	0	-10	-6	2	0	4	-5	3.0	0.2	-1
CN(C)C(=O)c1c([N+](=O)[O-])ncn1C	-2	5	-4	4	3	2	-2	2.5	-0.3	17
Cc1ccc(OCC(=O)N(Cc2ccc(C)o2)C2CCS(=O)(=O)C2)cc1 (stereo not given)	10	-12	3	-2	-3	-8	-5	-0.2	0.6	2
COc1ccc(N2CCN(CC(=O)c3ccc(O)c(C)c3O)CC2)cc1	6	8	-3	-8	-1	-157	7	0.1	-2.2	1
COc1nc(NCCc2ccc(OC)c(OC)c2)nc(NC(C)(C)CO)n1	9	2	-3	-3	2	-1	-7	1.5	0.1	-6
O=[N+]([O-])c1ccccc1S(=O)(=O)NC1CC2CCC1C2 (stereo not given)	9	4	-15	-2	3	-11	3	-1.4	-0.6	6
COc1ccc(-c2ocnc2C(=O)Nc2ccc(N3CCOCC3)cc2N2CCOCC2)cc1OC	4	8	3	8	11	3	1	1.9	0.6	6
CC1CCC(CN2CCN=C2Nc2ccccc2)CC1 (stereo not given)	-16	-2	6	-5	-1	1	-1	0.4	1.0	4
Cc1ccc(S(=O)(=O)Nc2c(C)n(C)n(-c3ccccc3)c2=O)cc1C(=O)NCc1ccccc1	2	-7	-1	0	0	-12	8	-0.6	1.1	-11
Cc1ccc(S(=O)(=O)c2nnn3c2nc(N2CCOCC2)c2ccccc23)cc1	9	2	-2	38*	34	-4	4	2.1	-0.5	-1
COc1ccc(-c2cc(C(=O)N/N=C(\C)c3ccco3)c3ccccc3n2)c(OC)c1	-3	-3	0	0	4	-39	14	4.6	-7.5	8
Cc1ccc(N(C(=O)C(F)(F)F)C(C(=O)NC2CCCCC2)c2cccs2)cc1 (stereo not given)	2	-2	3	-13	-1	5	-7	0.6	0.4	2
N/C(=N\OC(=O)c1cccc(C(F)(F)F)c1)c1cnccn1	-6	0	2	1	5	5	-1	4.9	-0.8	4
O=C(C1CCCO1)N1CCN(c2ncccn2)CC1 (stereo not given)	-3	6	-3	5	1	-9	1	0.5	-0.1	-4
CCc1ccccc1NS(=O)(=O)c1ccc2c(c1)NC(=O)CC(=O)N2	17	3	-1	2	-2	-5	1	0.9	-0.1	-6
CCOc1ccc(C=Nn2c(-c3ccc(F)cc3)n[nH]c2=S)cc1	·	-7	-1	-8	1	2	25	·	0.6	·
CCOc1ccc(C(=O)CCC(=O)Nc2cccc(S(=O)(=O)N3CCCCC3)c2)cc1	2	-20	-5	6	1	3	5	0.4	0.2	12
CC1=C(C(=O)Nc2ccccc2)C(c2cccs2)n2nnnc2N1 (stereo not given)	-8	-12	0	1	3	-6	-1	-0.6	-0.5	10
CC(C)N(C(=O)[C@H]1C[C@H](CC(=O)NCCCN(C)C)C(=O)N2CCc3c([nH]c4cc(CCC(=O)N(C)C)ccc34)[C@]12C)C(C)C	5	4	2	3	3	-4	0	-0.8	1.8	-3
OC[C@@H]1CN(CCN2CCOCC2)C[C@H](n2cnc3c(N4CCOCC4)ncnc32)O1	2	-3	-9	6	1	-4	0	2.7	-0.4	8
CNC(=O)c1ccc(CN(C)C(=O)c2cccc(S(=O)(=O)N3CCc4ccccc4C3)c2)cc1	3	10	9	-3	1	-14	4	0.9	0.4	0
COc1cccc(-c2ocnc2C(=O)Nc2ccc3c(c2)CCC3)c1	11	3	6	3	0	-4	2	1.4	-0.3	6
COc1ccccc1C(=O)NC(=O)COc1ccc(Cl)cc1Cl	-3	7	4	3	4	-6	2	0.2	-0.2	6
O=C(O)c1ccc(N/N=C/C(Br)=C/c2ccccc2)cc1	9	9	-6	-3	-3	-8	16	10.0*	-0.1	-1
CN(C)CCOC(=O)c1ccc2[nH]c3c(c2c1)CSCC3	11	-16	10	3	1	-3	3	2.0	1.1	10
CC(C)(C)N1CC(c2nc3ccccc3n2Cc2ccc(F)cc2)CC1=O (stereo not given)	11	1	7	1	-3	-1	-3	-1.3	0.3	10
CCOC(=O)N1CCC(Nc2c(OCC)c(=O)c2=O)CC1	-10	4	-1	1	1	-3	1	0.2	0.1	-7
Cc1cc(C)cc(OCC(=O)N2N=C(c3cccnc3)CC2(O)C(F)(F)F)c1 (stereo not given)	-8	-24	3	-3	1	-6	15	-0.1	-0.1	1
Cc1nnc(NC(=O)CSc2cn(CCNC(=O)c3ccccc3)c3ccccc23)s1	1	-2	2	-4	-6	-9	2	-0.1	-0.1	0
Nc1nc(N)nc(-c2cccc(Cl)c2Cl)n1	1	1	2	-1	3	-12	5	2.2	-0.2	9
CC1(C(=O)NS(=O)(=O)c2ccc(F)cc2F)CCN1C(=O)c1ccco1 (stereo not given)	-18	11	-4	0	5	-7	0	-0.6	-0.1	-5
O=S(=O)(NC1CCCC1)c1cccc(S(=O)(=O)N2CCC(n3nnc4ccccc43)CC2)c1	13	-31	-6	5	0	3	2	-2.5	0.6	3
Cc1cccc(NC(=O)c2ccc3c(c2)OCCO3)c1C	3	4	-7	3	1	13	0	4.9	0.0	4
O=C(c1cc2cc(Cl)ccc2oc1=O)N1CCN(c2ccccn2)CC1	10	6	-3	1	1	0	-3	1.0	0.2	5
O=C(NCCN1CCN(Cc2ccccc2)CC1)C1c2ccccc2C(=O)N2CCc3ccccc3C12 (stereo not given)	15	5	5	5	2	9	-7	-5.7	0.1	2
Cn1ncc(Cl)c1C(=O)N1CCN(S(=O)(=O)c2ccc(F)cc2)CC1	11	9	-4	4	1	-10	-2	2.2	0.5	-5
COc1ccc(-n2nnnc2SCC(=O)NNC(=O)c2ccc([N+](=O)[O-])cc2)cc1	14	-10	5	-2	0	-2	9	2.3	-0.6	2
CCOc1ccc(NC(=O)Cn2cc(C(C)=O)c3ccccc32)cc1	-16	-3	4	1	-4	0	8	-0.7	0.4	-3
CC(C)(O)CN(C(=O)C(c1ccccc1)c1ccccc1)C1CCCCC1	-8	-8	-1	-7	-22	-5	-3	1.2	0.1	-8
CN(C)C1=C(Cl)C(=O)N(c2ccc(Cl)c(Cl)c2)C1=O	2	-4	-2	1	6	4	3	-2.5	0.1	4
CCOC(=O)C1CCN(S(=O)(=O)c2ccc(OC)c(Cl)c2Cl)CC1	-3	-15	1	-3	-5	3	-3	3.6	0.3	6
COC(=O)[C@@]12CCCN1[C@H](c1ccc(-c3ccc(F)cc3)c(OC)c1)[C@H]1C(=O)N(C)C(=O)[C@H]12	0	3	-8	-7	3	2	4	-0.2	0.2	-4
COc1ccc(/C(C)=N/NC(=S)NCCc2ccccc2)c(O)c1	7	44*	-3	2	-1	9	12	-0.5	2.5	9
COc1ccc(/C(C)=N\Nc2nc(-c3ccc(Cl)cc3)cc(C(F)(F)F)n2)cc1OC	-14	0	4	1	7	2	5	0.9	0.1	-2
COc1ccc2c3c1OC1CC(O)C=CC31CCN(C)C2 (stereo not given)	10&-4	-4&5	-4&-9	1&-1	1&-1	2&-14	-4&-3	0.8&-0.4	0.3&0.2	-13&-2
CCOC(=O)C1=C(C)OC(N)=C(C#N)C1c1cc(C)sc1C (stereo not given)	-2	-29	4	-11	-8	-25	2	0.0	0.8	3
COc1ccc(CCNC(=O)C(=O)NCC2CCCN2S(=O)(=O)c2cc(C)ccc2C)cc1 (stereo not given)	-7	-6	4	-2	0	-4	-5	-0.6	0.5	-1
O=C1C2C3C=CC(C3)C2C(=O)N1c1n[nH]c(-c2ccccc2)n1 (stereo not given)	0	3	8	6	5	-2	-2	-2.3	0.0	-8
COc1ccc(-c2cc(C(=O)NCCCn3ccnc3)no2)cc1OC	1	-2	4	0	3	-2	-6	1.5	0.0	2
COc1ccc(C(=O)/C=C/c2ccc(F)cc2)c(OC(=O)c2ccc([N+](=O)[O-])cc2)c1	5	9	-2	3	-2	0	-1	3.7	0.1	-1
CCn1cc(Br)c(C(=O)NCc2ccco2)n1	-8	-1	1	3	-1	7	1	1.4	0.1	10
CCOC(=O)C1=C(C)NC(C)=C(C(=O)OCC)C1c1cc2ccc(C)cc2[nH]c1=O	-12	-9	-2	-5	-1	-158	-8	-4.9	-0.2	3
COC(=O)C1=CN(Cc2ccccc2)C=C(C(=O)OC)C1c1ccc(O)c(OC)c1	-6	-11	-6	-9	-7	-27	2	0.8	0.1	-1
CSC[C@H]1CN(c2ccccc2)C(=O)[C@@H]1CC(=O)Nc1ccc(Br)cc1	-13	-6	-4	1	3	1	3	0.6	0.2	11
COc1ccccc1S(=O)(=O)Cc1ccc(C(=O)N2CCOCC2)o1	-2	5	2	-3	-3	-8	0	-0.5	-0.3	6
COc1cccc(NC(=O)N(Cc2cc3cc(C)cc(C)c3[nH]c2=O)CC2COCCO2)c1 (stereo not given)	9	6	-7	-4	-2	5	2	0.5	-0.5	1
O=C(COc1ccccc1F)N1CCCc2ccccc21	-8	4	10	-3	-3	-1	-5	3.0	-0.3	-8
O=C(CCN1CCOCC1)NNC(=O)Nc1cccc(C(F)(F)F)c1	4	2	11	2	0	-9	-1	0.8	-0.4	1
CCC(C)NC(=O)c1ccc([N+](=O)[O-])c(Cl)c1 (stereo not given)	3	15	-6	10	6	-1	-2	0.9	-0.2	-11
The results go on.
SMILES	ASAP1 inh	HGIII-sPLA2 inh	DDE Tn6 FP inh	NPR2 activator	GC-A act	ADAM10 inh	rCAG binder	GAA850 FXN act	proKLK7 act	ARFGAP1 inh
CC(C)C[C@H]1CNC(=S)N1CC1CCCN1C[C@H](CC(C)C)N1C[C@H](CC(C)C)N(CC2CCCCCC2)C1=S (stereo not given in full)	-2	4	5	3	2	-9	6	0.4	0.4	6
CCn1c(SCc2cc(=O)[nH]c3ccccc23)nc2c1c(=O)n(C)c(=O)n2C	-1	0	2	2	6	3	1	1.3	-0.3	-6
O=C(CCCCCNC(=O)c1ccccc1Cl)N/N=C/c1ccco1	3	-6	-9	-2	0	-1	2	0.5	0.4	4
O=S(=O)(c1ccc(S(=O)(=O)N(Cc2ccccc2)Cc2ccco2)cc1)N1CCCC1	-4	4	7	-2	-1	-3	2	3.7	-0.1	3
COc1ccc(C(=O)Nc2cccc(NC(=O)c3cccs3)c2)cc1	6	-2	-8	1	7	-5	2	-0.3	0.3	9
